SENP1 FRET inh = human SENP1 catalytic domain inhibitors, primary screen, biochemical, FRET, uHTS; recombinant SENP1 catalytic domain, CyPet-SUMO1-YPet FRET cleavage; inhibition, % at 10 µM; actives 0.21% (n = 360,000);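 active = inhibition at least 30% at 10 µM, raw YFP signal under a set limit, fluorescence ratio 0.5 to 1.5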;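 note: 0% = enzyme with DMSO and 100% = no enzyme wells; some results filed as inactive read as strong as hits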
Target sequence (Q9P0U3 419-644 limits assumed): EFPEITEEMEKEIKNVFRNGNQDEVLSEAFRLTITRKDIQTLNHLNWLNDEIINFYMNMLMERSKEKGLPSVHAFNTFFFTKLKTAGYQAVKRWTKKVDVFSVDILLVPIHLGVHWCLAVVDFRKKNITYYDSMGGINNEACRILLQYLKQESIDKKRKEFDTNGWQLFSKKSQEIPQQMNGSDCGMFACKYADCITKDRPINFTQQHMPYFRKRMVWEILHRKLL
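Assay system: hSENP1 catalytic domain, recombinant. Amount: SENP1 enzyme, 20 pM final. Schedule: 50 min reaction, RT, dark. Technique: FRET, CFP and YFP emission. Control set: no-enzyme wells low, DMSO-plus-enzyme wells high control.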
PfGluPho inh = PfG6PD enzyme inhibitors, primary screen, biochemical, fluorescence intensity, uHTS. glucose-6-phosphate dehydrogenase-6-phosphogluconolactonase (Plasmodium falciparum 3D7). PfGluPho enzyme, NADPH resazurin-diaphorase fluorescence. inhibition, % at 20 µM. actives 0.78% (n = 350,000). AID 504690, 2011;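 active = inhibition reaching at least a set limit at 20 µM in the primary screen, cut at about 59% in these data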;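 note: 0% = DMSO wells with substrate and 100% = DMSO wells lacking glucose-6-phosphate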
SENP8 block = human SENP8 protease inhibitors, primary screen, biochemical, fluorescence, Nedd8 protein substrate, uHTS. Sentrin-specific protease 8 (Homo sapiens), Q96LD8. inhibition, % at 20 µM. recombinant SENP8. actives 0.64% (n = 360,000); in the data active = inhibition mostly above about 40%, no sharp cut-off; inactive = mostly below about 27%
Target sequence (Q96LD8 whole entry, looked up): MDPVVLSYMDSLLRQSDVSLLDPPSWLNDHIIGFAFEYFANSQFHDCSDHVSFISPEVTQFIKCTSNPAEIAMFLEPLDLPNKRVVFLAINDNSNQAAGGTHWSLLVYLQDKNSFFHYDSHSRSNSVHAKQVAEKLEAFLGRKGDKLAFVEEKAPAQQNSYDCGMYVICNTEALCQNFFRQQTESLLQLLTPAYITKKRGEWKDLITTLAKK
The depositor's hits bear a star. A portion of the library (hit frequency here may not be typical).

SMILES	SENP1 FRET inh	PfGluPho inh	SENP8 block
C[C@H]1CN([C@@H](C)CO)C(=O)CCCn2cc(nn2)CO[C@@H]1CN(C)S(=O)(=O)c1ccc(Oc2ccccc2)cc1	-1	3	8
CC(=O)Oc1cc2c(cc1OC(C)=O)C(=O)CCCC2	0	-27	13
Cc1cc(OC(=O)Nc2ccccc2)ccc1Cl	0	11	12
CNC(=S)N1CCC(C(=O)c2ccc(Cl)cc2)CC1	1	-3	8
Cc1ccc(-c2ccc3c(c2)O[C@H](CN(C)C(=O)CC2CC2)[C@H](C)CN([C@@H](C)CO)S3(=O)=O)cc1	-1	2	4
Fc1ccc(-c2nc3ccc(Cl)cn3c2Cc2ccccc2)cc1	3	81*	-219
O[C@@H]1CN(Cc2cccs2)[C@@H](c2ccc(Cl)cc2)C[C@H]1n1cc(-c2ccc(F)cc2)nn1	-1	13	2
N#Cc1csc(CCNC(=O)c2ccccc2)n1	0	-2	15
C[C@@H]1CN([C@@H](C)CO)S(=O)(=O)c2ccc(Br)cc2O[C@H]1CN(C)C(=O)c1ccccc1F	-2	11	19
CC(=O)OCCn1c([N+](=O)[O-])cnc1C=[N+]([O-])C1CCCCC1	0	-1	19
Cc1ccc(S(=O)(=O)NCCc2nnc3ccc(N4CCOCC4)nn23)cc1	0	-11	5
O=C(O)C1C=CCC(C(=O)O)C1 (stereo not drawn)	2	-4	-2
O=C(C1CCCCC1)N1C[C@@H](O)[C@H](n2cc(C3CC3)nn2)C[C@@H]1c1ccc(Cl)cc1	0	-9	16
O=C(OCc1cn([C@@H]2C[C@H](c3ccc(Cl)cc3)N(CC3CCCCC3)C[C@H]2O)nn1)c1ccccc1	-1	2	-2
COc1ccc2nc(C)cc(Nc3ccccc3OC)c2c1	0	-1	-26
Cn1c(=O)c2c(-c3ccccc3)n(-c3cc([N+](=O)[O-])ccc3O)cc2n(C)c1=O	1	2	29
O=C(C[C@H]1C[C@@H]2c3cc(NS(=O)(=O)c4ccccc4)ccc3O[C@@H]2[C@H](CO)O1)N1CCOCC1	0	-1	12
CC(C)C1C(=O)N(Cc2cn(Cc3ccco3)nn2)CCS(=O)(=O)N1Cc1ccc(-c2ccccc2)cc1 (stereo not drawn)	0	18	7
COCCCn1c(SCC(=O)N2CCCC2=O)nc2ccccc2c1=O	1	17	18
S=C(NN=Cc1ccccn1)Nc1ccccn1	-1	64*	-6
C[C@@H]1CN([C@@H](C)CO)C(=O)CCCn2nncc2CO[C@H]1CN(C)C(=O)Nc1ccccc1F	0	-9	-3
CCOc1cccc(Cc2c[nH]c(=O)[nH]c2=O)c1	2	2	11
C[C@@H]1CN([C@@H](C)CO)C(=O)CCCn2nncc2CO[C@H]1CN(C)Cc1cccc(C(F)(F)F)c1	2	-14	4
CCc1cc(-c2nnn(CCC3COCCO3)c2CC)ccc1-c1cn(Cc2ccc3ccccc3c2)nn1 (stereo not drawn)	2	15	13
CCc1cccc(NC(=O)COC(=O)c2c(-c3ccccc3)noc2C)c1	-1	14	6
Cc1ccn2c(Cc3ccccc3)c(-c3ccccc3)nc2c1	18	12	-400
CC(=O)N1CCOC12CCN(Cc1ccccc1)CC2	-1	-1	12
CCOCCC(=O)Nc1ncc(S(=O)(=O)c2ccc([N+](=O)[O-])cc2)s1	1	-15	13
C/C(Nc1ccc(Cl)c(Cl)c1)=C1/CCOC1=O	0	-18	12
COc1cccc(CN(C)C(=O)c2ccc(S(=O)(=O)Nc3cccc(C)c3C)cc2)c1OC	3	-11	15

Single records, as listed above. Order of screens: SENP1 FRET inh | PfGluPho inh | SENP8 block
Entry for `CC(C)C1C(=O)N(Cc2cn(Cc3ccco3)nn2)CCS(=O)(=O)N1Cc1ccc(-c2ccccc2)cc1` (stereo not drawn) → 0 | 18 | 7
Entry for `CC(=O)N1CCOC12CCN(Cc1ccccc1)CC2` → -1 | -1 | 12

(further entries)
SMILES	SENP1 FRET inh	PfGluPho inh	SENP8 block
O=C(CCN1CCCCO1)NC1CCCc2c1cnn2-c1ccc(F)cc1F (stereo not drawn)	-4	5	0
COc1ccc(-c2ccc(CN3C(C(C)C)C(=O)N(Cc4cn(CCC5OCCO5)nn4)CCS3(=O)=O)cc2)cc1OC (stereo not drawn)	-1	12	-3
O=C(Nc1ccccc1Cl)c1ccccc1CC(O)(c1ccccc1)c1ccccc1	2	56	16
O=S(=O)(NC1CCCC1)c1ccc(F)cc1F	2	14	8
COc1ccc(S(=O)(=O)N2CCC(C(=O)N[C@H](C(=O)NCc3ccccc3)C(C)C)CC2)cc1	0	-23	14
COCC#Cc1ccc2c(c1)O[C@@H](CN(C)C(=O)Nc1ccc(OC)cc1)[C@H](C)CN([C@H](C)CO)S2(=O)=O	2	-4	7
COc1ccc(NS(=O)(=O)c2ccc(C)c(C(=O)NCCCn3ccnc3)c2)cc1	2	3	6
C[C@@H](NC(=O)c1ncn2c1c(=O)[nH]c1ccc(Br)cc12)c1ccccc1	3	-3	-142
Cc1ccc(C)c(S(=O)(=O)N2CCCC2CNC(=O)C(=O)Nc2ccccc2)c1 (stereo not drawn)	-1	6	12
COCOCCn1cc(CN2CCS(=O)(=O)N(Cc3ccc(-c4ccc(OC)cc4)cc3)C(CC(C)C)C2=O)nn1 (stereo not drawn)	-1	11	-6
COc1ccc(OC)c(CN2CCN(C(=O)c3cccc(S(=O)(=O)N(C)c4ccccc4)c3)CC2)c1	2	7	-18
CC(=O)c1c(C)[nH]c(C(=O)OCC(=O)NCc2ccccc2)c1C	0	7	0
COc1ccc(NC(=O)C[C@H]2C(=O)N(C3CCCCC3)C[C@@H]2c2ccccc2)cc1	1	-9	2
COc1ccc(-n2c(SCC(=O)Nc3cc(C)on3)nc3c(c2=O)SC(C)C3)cc1 (stereo not drawn)	-1	6	7
O=c1[nH]c2ccccc2n1C1CCN(CCOc2ccccc2)CC1	0	-7	10
C#CCN(C[C@@H]1[C@@H](OC(=O)NCc2ccco2)[C@@H](OC(=O)NCc2ccco2)Cn2c(=O)ccc(=O)n21)S(=O)(=O)c1ccc(C)cc1	0	3	-5
CCOC(=O)c1cc(=O)nc(N)s1	0	1	12
C=C(C)C(=O)Nc1ccc2nn(-c3ccccc3O)nc2c1	-5	-5	-4
COC(=O)C1CCN(S(=O)(=O)CCNC(=O)c2ccccc2)CC1	0	-8	4
COc1ccc(NC(=O)C[C@H]2C(=O)N(c3ccc(OC)cc3)C[C@@H]2C)cc1	0	-6	-7
CC(C)(C)OC(=O)N1CCC(NC(=O)c2[nH]cnc2C(=O)Nc2ccc(Br)cc2F)CC1	0	12	1
COc1ccc([N+](=O)[O-])c(C=CC(=O)c2ccccn2)c1	2	4	17
C[C@@H]1CN([C@@H](C)CO)C(=O)c2cc(Br)cnc2O[C@H]1CN(C)C(=O)c1ccncc1	0	19	-20
Cc1ccc(S(=O)(=O)NN(Cc2ccccc2)Cc2ccccc2)cc1	0	20	9
COc1ccc(CNC(=O)COC(=O)c2c(NC(C)=O)sc(C)c2C)cc1OC	1	-3	-80
CC1=NN(c2ccccc2)C(=O)C1C(=S)SC1CC(=O)NC1=O (stereo not drawn)	5	20	45*
O=C(/C=C/c1ccccc1[N+](=O)[O-])OCC(=O)N1CCN(c2ccccc2)CC1	3	8	1
Cc1cc2c(cc1C)N(C(=O)CCl)CC(=O)N2	1	2	-20
C[C@@H]1CN([C@H](C)CO)C(=O)CCCn2cc(nn2)CO[C@H]1CN(C)C(=O)Nc1ccccc1C(F)(F)F	-2	-1	1
CCc1ccc(C#CC2=CC(=O)CC(C)(C)C2)cc1	0	12	28

Sorted by formula weight (high to low): part of the list above.
SMILES	SENP1 FRET inh	PfGluPho inh	SENP8 block
C[C@@H]1CN([C@H](C)CO)C(=O)CCCn2cc(nn2)CO[C@H]1CN(C)C(=O)Nc1ccccc1C(F)(F)F	-2	-1	1
CCc1cc(-c2nnn(CCC3COCCO3)c2CC)ccc1-c1cn(Cc2ccc3ccccc3c2)nn1 (stereo not drawn)	2	15	13
COc1ccc(S(=O)(=O)N2CCC(C(=O)N[C@H](C(=O)NCc3ccccc3)C(C)C)CC2)cc1	0	-23	14
C[C@@H]1CN([C@@H](C)CO)C(=O)CCCn2nncc2CO[C@H]1CN(C)C(=O)Nc1ccccc1F	0	-9	-3
O=C(C1CCCCC1)N1C[C@@H](O)[C@H](n2cc(C3CC3)nn2)C[C@@H]1c1ccc(Cl)cc1	0	-9	16
COc1ccc(CNC(=O)COC(=O)c2c(NC(C)=O)sc(C)c2C)cc1OC	1	-3	-80
C[C@@H](NC(=O)c1ncn2c1c(=O)[nH]c1ccc(Br)cc12)c1ccccc1	3	-3	-142
Cc1ccc(S(=O)(=O)NCCc2nnc3ccc(N4CCOCC4)nn23)cc1	0	-11	5
Cn1c(=O)c2c(-c3ccccc3)n(-c3cc([N+](=O)[O-])ccc3O)cc2n(C)c1=O	1	2	29
O=C(CCN1CCCCO1)NC1CCCc2c1cnn2-c1ccc(F)cc1F (stereo not drawn)	-4	5	0
CC1=NN(c2ccccc2)C(=O)C1C(=S)SC1CC(=O)NC1=O (stereo not drawn)	5	20	45*
O=c1[nH]c2ccccc2n1C1CCN(CCOc2ccccc2)CC1	0	-7	10
CNC(=S)N1CCC(C(=O)c2ccc(Cl)cc2)CC1	1	-3	8
COc1ccc2nc(C)cc(Nc3ccccc3OC)c2c1	0	-1	-26
COc1ccc([N+](=O)[O-])c(C=CC(=O)c2ccccn2)c1	2	4	17
CC(=O)N1CCOC12CCN(Cc1ccccc1)CC2	-1	-1	12
C/C(Nc1ccc(Cl)c(Cl)c1)=C1/CCOC1=O	0	-18	12
O=S(=O)(NC1CCCC1)c1ccc(F)cc1F	2	14	8
S=C(NN=Cc1ccccn1)Nc1ccccn1	-1	64*	-6
Cc1cc2c(cc1C)N(C(=O)CCl)CC(=O)N2	1	2	-20
CCOc1cccc(Cc2c[nH]c(=O)[nH]c2=O)c1	2	2	11
CCOC(=O)c1cc(=O)nc(N)s1	0	1	12
O=C(O)C1C=CCC(C(=O)O)C1 (stereo not drawn)	2	-4	-2

Next section.
SMILES	SENP1 FRET inh	PfGluPho inh	SENP8 block
COc1cc(C(=O)NC(=S)Nc2ccc3ccccc3c2)cc(OC)c1OC	-3	24	-28
COc1ccc([C@H]2C[C@H](n3cc(C4CC4)nn3)[C@@H](O)CN2C(=O)C2CCCCC2)cc1	3	15	12
CC(C)C1CCN(C(=O)C2CCC(=O)N(C3CCCCCC3)C2)CC1 (stereo not drawn)	2	8	18
CCOC(=O)C1c2cccc(O)c2CCN1C(C)=O (stereo not drawn)	1	2	0
CC(=O)N1CC2(CC(c3ccccc3C(F)(F)F)=NO2)CN1c1ccc(Cl)cc1 (stereo not drawn)	1	0	13
Cc1ccc(-c2cnc3c(c2)C(=O)N([C@H](C)CO)C[C@H](C)[C@@H](CN(C)Cc2ccccc2F)O3)cc1	0	18	1
COc1ccc(N(C)S(=O)(=O)c2cccc(C(=O)OCC(=O)Nc3cc(C)ccc3OC)c2)cc1	0	9	12
C(#CSCc1ccccc1)SCc1ccccc1	-4	6	12
CCC(C)C(CO)NCCCn1cnc2c(SC)ncnc21 (stereo not drawn)	-2	-1	14
Cc1ccc([C@@H]2C[C@H]3[C@@H](CN2S(=O)(=O)c2ccc(Cl)cc2)C(=O)C[C@@H](c2cccc(Cl)c2)N3S(=O)(=O)c2ccc(C)cc2)cc1	-2	-7	3
CCOC(=O)c1c[nH]n2c(=S)ncnc12	0	5	5
CCCCCCN1C[C@H](n2cc(C3CC3)nn2)[C@@H](O)C[C@@H]1c1ccccc1	-2	23	-17
C[C@@H]1CN([C@@H](C)CO)C(=O)c2cc(C#CCN(C)C)cnc2O[C@H]1CN(C)Cc1ccc2c(c1)OCO2	-1	21	7
O=C(c1cccs1)N1C[C@@H](O)[C@H](n2cc(C3CC3)nn2)C[C@@H]1c1ccc(Cl)cc1	2	-3	9
COc1ccc(C(=O)NCCCNc2nc3cc(C)cc(C)c3cc2C#N)cc1	-107	20	-401
COc1ccc(N(CC(=O)NCc2cccs2)S(=O)(=O)c2ccc(C(C)=O)cc2)cc1	3	-20	12
C[C@@H](O)CNC(=O)c1[nH]cnc1C(=O)Nc1ccc(CNC(=O)OC(C)(C)C)cc1	1	1	5
O=C1OCC/C1=C\NCCCN/C=C1\CCOC1=O	2	-8	6
O=C(Nc1ccccc1[N+](=O)[O-])OCC=Cc1ccccc1	2	12	17

High-throughput results: PubChem BioAssay, Sanford-Burnham Center for Chemical Genomics
